Compound activity (PubChem BioAssay)
Pin1 inhibitor: inhibitors of human Pin1; actives 0.009% (n = 390,000); Potency, µM (top dose mostly 115 µM), for the others: at the top dose activity, negative = inhibition, actives largely listed as inhibitors; Pin1 FP peptide displacement, HiFluor488, 10 min; Q13526; active = well fitted inhibition curve with a large enough effect in the polarisation, with a control signal flat, not every such curve was filed as active; inconclusive = small, poorly fitted or top-dose-only effect, or effect the other way, or a change in a side signal; inactive = no such curve, though single readings can be large or run the other way; the % refers to the polarisation; note: potency is the fitted concentration of half-maximal effect; % is set by controls: 0 for no effect and ±100 for the full control effect
Target sequence (Q13526 whole entry, looked up): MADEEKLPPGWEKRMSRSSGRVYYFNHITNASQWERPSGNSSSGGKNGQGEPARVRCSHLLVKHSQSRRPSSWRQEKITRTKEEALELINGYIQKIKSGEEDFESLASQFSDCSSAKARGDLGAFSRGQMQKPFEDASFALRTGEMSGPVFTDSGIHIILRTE
TrxR1 substrate: substrates of rat thioredoxin reductase 1 | O89049 | purified TrxR1 substrate turnover, NADPH consumption readout | Potency, µM (highest dose often 114 µM), for the others: at the highest dose activity change, negative = substrate turnover | actives 0.01% (n = 390,000) | AID 588456; note: potency is the fitted concentration of half-maximal effect; % is set by controls: 0 for no effect and ±100 for the full control effect; nearly all actives have a fitted effect of over 50% in size
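Rat TrxR1, dispensed at 90 nM, was prereduced with 400 uM NADPH (final) for 5 min at ~22 deg C, then incubated with compound 15 min before 400 uM selenite. A first-read NADPH fluorescence drop versus no-compound background flagged substrates.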
IDH1 R132H inh: blocks human mutant IDH1 R132H enzyme | O75874 | actives 0.093% (n = 390,000) | Potency, µM (doses to about 76.6 µM), inactives show at the highest dose activity change, negative = inhibition, most hits filed as inhibitors | IDH1-R132H enzyme, NADPH consumption, diaphorase/resazurin fluorescence; note: potency is the fitted concentration of half-maximal effect; % is set by controls: 0 for no effect and ±100 for the full control effect; nearly all actives have a fitted effect of over 65% in size
Target sequence (O75874 whole entry R132H, stated change not applied): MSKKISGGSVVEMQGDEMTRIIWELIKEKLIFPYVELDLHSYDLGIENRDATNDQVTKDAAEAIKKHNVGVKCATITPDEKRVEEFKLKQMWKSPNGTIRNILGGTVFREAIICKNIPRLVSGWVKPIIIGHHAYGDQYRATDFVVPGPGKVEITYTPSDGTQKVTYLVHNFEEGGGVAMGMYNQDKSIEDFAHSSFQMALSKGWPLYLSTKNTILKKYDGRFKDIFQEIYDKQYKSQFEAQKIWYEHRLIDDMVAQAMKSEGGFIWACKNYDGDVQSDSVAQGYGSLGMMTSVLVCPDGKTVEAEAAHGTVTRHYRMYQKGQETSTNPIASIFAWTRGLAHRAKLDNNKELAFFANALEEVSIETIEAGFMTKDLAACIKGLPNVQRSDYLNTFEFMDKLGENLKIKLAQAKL
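IDH1-R132H (0.5 ug/mL dispensed) in pH 7.5 Tris buffer was preincubated 30 min with compound, then given a substrate mix of 0.016 mM NADPH and 2 mM alpha-KG for 80 min at room temperature; remaining NADPH was read by diaphorase/resazurin fluorescence.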
D2 agonist: D2 dopamine receptor (human) agonism; P14416; HEK293 T-REx D2 cells, calcium flux agonist mode; activation, % at 2 µM; actives 0.53% (n = 340,000); AID 485358;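 active = activation over 3 SD above normal in the single-dose calcium agonist read, cut at about 30% in these data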; note: 0% is about no effect
Target sequence (P14416 whole entry, looked up): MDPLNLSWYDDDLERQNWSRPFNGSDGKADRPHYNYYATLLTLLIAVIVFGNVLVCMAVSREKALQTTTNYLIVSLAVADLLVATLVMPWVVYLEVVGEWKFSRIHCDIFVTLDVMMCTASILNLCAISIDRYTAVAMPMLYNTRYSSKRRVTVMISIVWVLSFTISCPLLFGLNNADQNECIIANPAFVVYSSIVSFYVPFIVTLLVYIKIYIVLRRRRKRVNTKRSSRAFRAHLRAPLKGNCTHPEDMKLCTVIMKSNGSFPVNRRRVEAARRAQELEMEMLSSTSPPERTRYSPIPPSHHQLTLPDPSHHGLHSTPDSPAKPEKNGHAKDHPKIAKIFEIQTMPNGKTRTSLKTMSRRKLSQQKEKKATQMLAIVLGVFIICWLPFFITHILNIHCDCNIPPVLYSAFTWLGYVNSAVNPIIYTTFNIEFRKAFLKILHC
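Calcium-flux readout, 1 cycle/sec over 180 s following compound pin transfer, in inducible HEK293 Trex D2 cells (force-coupled); dopamine controls included. Positive calcium responses during this window marked compounds as potential agonists.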
USP1-UAF1 inh: blocks the human USP1/UAF1 deubiquitinase complex; O94782; Potency, µM (doses to about 57.1 µM), for the others: at the highest dose activity change, negative = inhibition, most hits filed as inhibitors; recombinant USP1/UAF1, Ub-Rhodamine cleavage fluorescence; actives 0.23% (n = 390,000); note: potency is the fitted concentration of half-maximal effect; % is set by controls: 0 for no effect and ±100 for the full control effect; nearly all actives have a fitted effect of over 60% in size; inactives centre near -12
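Step one: compound is pinned into 1nM USP1/UAF1 in HEPES pH 7.8 buffer with TCEP. Step two: 15 min room-temperature incubation. Step three: Ub-Rho (150nM final) starts cleavage, tracked by fluorescence over six one-minute reads.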
TrxR1 inh: rat TrxR1 inhibition; O89049; recombinant rTrxR1, NADPH fluorescence consumption, selenite substrate; Potency, µM (highest dose often 114 µM), for inactives: at the highest dose activity change, negative = inhibition, most hits filed as inhibitors; actives 1% (n = 390,000); note: potency is the fitted concentration of half-maximal effect; % is set by controls: 0 for no effect and ±100 for the full control effect; nearly all actives have a fitted effect of over 65% in size
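Rat TrxR1 (90 nM in the dispensed reagent) was pre-reduced with 400 uM NADPH for 5 min at room temperature, then incubated with compound for 15 min. After 400 uM selenite was added, NADPH fluorescence (Ex 340/Em 450 nm) was followed for 8 min.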
D2 antag: antagonizes the human D2 dopamine receptor. actives 2% (n = 340,000). HEK293 TREx D2 cells, calcium flux, dopamine EC80. P14416. AID 485344. inhibition, % at 10 µM; in the data active = inhibition above about 30%; note: 0% is about no effect
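Tetracycline-induced HEK293 T-REx cells expressing D2 force-coupled to calcium signalling were dye-loaded, exposed to compound for 180 s, then challenged with an EC80 of dopamine; calcium flux was followed kinetically for a further 180 s.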
TRHR ag: TRH receptor (human) agonism; P34981; TRHR cells, calcium flux fluo-8, FDSS agonist mode; activation, % at 2 µM; actives 0.18% (n = 360,000); in the data active = activation above about 30%; note: 0% is about no effect
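Fluo-8-loaded TRHR cells; 10 s baseline, compound added, kinetic Ca2+ fluorescence read 1/s, agonist mode.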
TRHR PAM: TRH receptor (human) allosteric enhancement | TRHR cells, fluo-8 calcium fluorescence, EC20 TRH enhancement | P34981 | AID 493056 | actives 0.66% (n = 360,000) | enhancement, % at 2 µM; in the data active = enhancement above about 30%; note: 0% is about no effect
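TRHR-expressing cells loaded with fluo-8 calcium dye were read kinetically (ex 480/em 530) during compound addition, then stimulated with an EC20 of TRH (10 nM final). Enhancement of the Gq-mediated intracellular calcium response was scored.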
An asterisk follows results filed as active; ? = inconclusive; . = no result given; & = joins results of further samples; [ ] = another dose, or the depositor's remark. Unless noted, calls come from the whole dose curve; as a rule, active = well fitted inhibition curve with a large enough effect; inconclusive = small, poorly fitted or top-dose-only effect; inactive = no such curve, though single readings can be large or run the other way. An excerpt, so the mix of outcomes need not match the whole.

SMILES | Pin1 inhibitor | TrxR1 substrate | IDH1 R132H inh | D2 agonist | USP1-UAF1 inh | TrxR1 inh | D2 antag | TRHR ag | TRHR PAM
Cn1cnnc1SCC(=O)Nc1sc2c(c1C(N)=O)CCC2 | ? | -6% | 5% | -0.1 | -29% | ? | 18 | 0.5 | 4
CCOc1ccccc1NC(=O)C1CCN(S(=O)(=O)c2ccc3[nH]c(=O)ccc3c2)CC1 | -3% | -4%[57.1 µM] | -1% | -0.4 | -15% | 1%[57.1 µM] | . | -0.6 | -1
CCc1ccc(-c2cc3c(=O)n(CC(=O)N4CCCC4)nc(C)n3n2)cc1 | -2% | 7% | 0% | -0.5 | -16% | 20% | 5 | 0.0 | 2
CC(C)c1ccc(/C=C/C(=O)NCCCN2CCOCC2)cc1 | 3% | -1% | 5% | 0.4 | -15% | 7% | -5 | 0.6 | 2
O=C(c1ccc(Cl)c(S(=O)(=O)N2CCCCCC2)c1)N1CCCC(C(F)(F)F)C1 (stereo not given) | 0% | -4% | 6% | -0.6 | -1% | 8% | 14 | 0.0 | -14
O=C(CCc1nc2ccccc2s1)OCc1ccccc1 | -6% | -1% | 4% | 0.6 | -20% | 11% | -7 | -0.3 | -4
COc1ccc(S(=O)(=O)N(C(C)=O)c2ccc(OC(C)=O)c3ccccc23)cc1[N+](=O)[O-] | 12% | -5% | 3% | 0.9 | -6% | -1% | -1 | 0.3 | 1
CCc1ccc(CNC(=O)c2c(C)oc3ncnc(N4CCOCC4)c23)cc1 | 0% | 2% | 19% | -1.3 | -7% | 3% | . | -0.8 | -12
Cc1ccc(-n2ncc(C(=O)N3CCN(C4CCCCC4)CC3)c2C2CCN(C(=O)OC(C)(C)C)CC2)cc1 | -8% | -1% | -6% | 0.0 | 13% | 16% | . | -1.0 | 2
O=C(COc1ccc(F)cc1)NCCc1nc2ccccc2[nH]1 | 2%&1% | 12%[11.4 µM] | 25% | -0.7 | -10% | 1% | . | -1.1 | -6
COc1cccc(N(C(=O)Cn2nnc(-c3ccc(C)o3)n2)C(C(=O)NC(C)(C)C)c2cccs2)c1 (stereo not given) | 20% | -3% | 0% | 0.1 | -12% | 12% | 10 | 0.3 | 4
CC(=O)c1cc(C#N)c(N2CCOCC2)nc1C | -13% | -2% | -8% | -0.7 | -16% | 13% | 5 | 0.6 | 2
CCS(=O)(=O)Nc1c(C(=O)O)[nH]c2ccccc12 | 4% | 80%[activator] | 1% | 0.1 | 0% | 4% | -19 | 0.0 | 16
COc1ccc(NCc2ccc(OC)c(Cn3ccnc3)c2)c(OC)c1 | 6% | 10%[57.1 µM] | 9% | -2.8 | -6% | 2%[57.1 µM] | -7 | -2.0 | 1
O=c1[nH]c2ccccc2cc1CN(Cc1ccco1)S(=O)(=O)c1ccccc1 | -1% | 10%[0.0914 µM] | 5% | 0.9 | -9% | -1%[57.1 µM] | 6 | -0.3 | -4
Cc1ccc(C(=O)O/N=C/c2c(N3CCOCC3)n(C)c3ccccc23)cc1 | 1% | 15% | -11% | 0.4 | -24% | 36%[activator] | -7 | 0.2 | 6
CCn1ncc(Br)c1C(=O)Nc1sc2c(c1C(N)=O)CCC2 | 14% | 33%[activator] | 7% | . | -5% | 25% | . | -0.5 | -3
O=C(Cc1ccccc1)NN1C(=O)C2C3C=CC(C4CC34)C2C1=O (stereo not given) | -4% | -3% | 5% | 0.5 | -20% | -5% | -4 | 0.0 | 0
O=C(COc1ccccc1[N+](=O)[O-])N/N=C/c1ccc(O)cc1 | -3% | -14% | 10% | -0.1 | 3% | -24% | 4 | 0.1 | 5
CCOc1cc(S(=O)(=O)Nc2ccccn2)ccc1F | 1% | 14%[57.1 µM] | -1% | 0.2 | -11% | 8%[57.1 µM] | 5 | 0.3 | -8
COCCNCc1ccccc1 | -9% | -5% | 6% | 1.3 | -2% | -16% | 5 | 0.3 | 0
O=C(CSc1n[nH]c(=O)[nH]c1=O)Nc1ccc(SC(F)F)cc1 | -1% | 6%[57.1 µM] | 0% | . | -15% | 16% | . | . | .
CSc1nc(-c2ccc(Cl)cc2Cl)[nH]c(=O)c1C#N | -13% | 7% | 4% | -3.1 | -17% | 10% | -1 | -0.5 | -4
CC1CCCC(NCC(=O)Nc2ccc(C(N)=O)cc2)C1C (stereo not given) | 2% | -9%[57.1 µM] | 1% | -0.1 | 7% | -6%[57.1 µM] | -10 | -0.3 | 24
COc1ccc(CCN=C(N)NS(=O)(=O)c2ccc(C)cc2)cc1 | -2% | -11% | 3% | -1.1 | 1% | -11% | 11 | -1.3 | -6

Continued.
SMILES | Pin1 inhibitor | TrxR1 substrate | IDH1 R132H inh | D2 agonist | USP1-UAF1 inh | TrxR1 inh | D2 antag | TRHR ag | TRHR PAM
O=C(NCc1ccco1)C1CCCN1C(=O)Nc1ccccc1Cl (stereo not given) | -10% | 4% | 19% | 1.1 | -18% | 16% | -8 | 0.1 | -7
Cc1cc(C(=O)Nc2cccc3c2O[C@H](CN(C)CC2CC2)[C@@H](C)CN([C@H](C)CO)C3=O)n(C)n1 | -1% | 5% | -7% | . | -26% | 0% | . | . | .
COC(=O)c1ccc(COC(=O)CNC(=O)CNC(=O)c2ccc(OC)cc2)cc1 | -5% | -5% | 2% | . | -3% | 18%[11.4 µM] | . | . | .
COC(=O)c1cccc(Nc2c3c(nc4ccccc24)CCC3)c1 | 0% | 7%[57.1 µM] | -8% | -1.2 | -7% | 0%[57.1 µM] | -3 | -0.7 | 10
C=Cc1ccc(Cn2c(=O)cc(C)c3c(C)nn(-c4ccccc4)c32)cc1 | -1% | 3%[57.1 µM] | 22% | . | 8% | 10%[57.1 µM] | . | 0.8 | -5
CN1CCN(C(=O)CCS(=O)(=O)c2cc3c(cc2Cl)NC(=O)CO3)CC1 | -9% | -4% | 0% | 0.3 | -5% | 12% | 3 | 0.0 | 39*
COCCCNC(=O)CSc1nc(-c2ccc(OC)cc2)[nH]c1-c1ccc(OC)cc1 | -1% | 2% | 7% | 1.3 | -5% | 1% | . | -0.3 | -9
O=C(NC(=S)Nc1cccc(Cl)c1N1CCCCC1)c1ccco1 | -2% | 8%[57.1 µM] | 3% | 0.9 | -16% | 25%[57.1 µM] | 9 | 0.2 | 4
O=C(CCc1ccccc1)N(Cc1cccnc1)c1nc2c(F)cccc2s1 | ? | -5%[57.1 µM] | -21% | 0.7 | -7% | 4%[57.1 µM] | . | 0.2 | -8
Nc1nn(-c2ccccc2Cl)cc1-c1nn[nH]n1 | 0% | -7% | -1% | 0.4 | 5% | -4% | -15 | 0.6 | -1
N#C/C(=C/c1cccs1)c1nc2ccccc2[nH]1 | ? | -12% | 6% | 0.0 | 4% | -15% | 1 | -0.1 | 1
COc1cccc(NC(=O)C2c3cc(OC)c(OC)cc3C(=O)N(C)C2c2cccnc2)c1 (stereo not given) | -1% | 1% | 6% | -1.5 | -3% | 4% | -5 | 0.4 | -3
CN1C(=S)SC(C)(C)C1NO (stereo not given) | 3% | 6% | 9% | 0.0 | 0% | 15% | 1 | -0.7 | 0
Cc1ccc2c(c1)N(CC(=O)c1cccc(Cl)c1)C(=O)C(C)O2 (stereo not given) | -2% | -2% | -1% | 0.0 | -6% | -10% | -14 | -1.2 | 1
CC(NC(=O)C(C)(C)C)C(c1cccs1)N1CCOCC1 (stereo not given) | -6% | 4% | 1% | -0.3 | -6% | 9% | 9 | 1.1 | 9
COc1ccc(-c2noc(CSc3nnc(-c4ccncc4)n3-c3ccc(C)c(C)c3)n2)cc1 | 19% | 2% | 11% | 4.1 | ? | 14% | . | 0.9 | 6
Cc1nn(C)c(C(=O)Nc2ccc(Cl)c([N+](=O)[O-])c2)c1Cl | 0% | -1% | 2% | 0.8 | -19% | 11% | -9 | 1.8 | -4
COc1ccc(NC2CCCN(C(=O)c3csc(C)n3)C2)cc1 (stereo not given) | -5% | -8% | -3% | 0.9 | 2% | -11% | -6 | -0.1 | 1
Cc1cccc(C(=O)NC2(C(F)(F)F)N=C(c3ccccc3)N(Cc3ccccc3)C2=O)c1 (stereo not given) | -2% | -16% | 11% | . | -26% | -17% | . | -1.2 | 3
O=C(CCn1cnc2ccccc21)N/N=C/c1ccc(O)cc1 | -5% | -1% | -7% | 0.6 | -13% | 15% | -5 | 0.2 | -3
O=C(Nc1ccc(F)c(Cl)c1)C1CCN(c2ncnc3c2nc2n3CCCCC2)CC1 | -5% | 3% | -9% | 0.9 | -23% | 21% | -16 | -2.2 | -9
CCOc1ccc(NS(=O)(=O)c2cc(NC(=O)C3CC3)ccc2C)cc1Br | 3% | -11% | -7% | . | -7% | -5% | . | . | .
c1ccc(-c2cc3c(N4CCCCC4)ncnc3s2)cc1 | 1% | 11% | -1% | -1.1 | -21% | -3% | -2 | 0.1 | 7
O=NNc1nc2ccccc2n1Cc1ccccc1 | 8% | -8% | 1% | -2.1 | -6% | 0% | -8 | -1.5 | 7
CCc1nc(SCC(=O)Nc2cc(C)on2)c2c(C)c(C)sc2n1 | 5% | -3% | 1% | 0.1 | -3% | 2% | -7 | 0.4 | 2
Cc1ccc(C)c(N(C(=O)c2csnn2)C(C(=O)NC2CCCCC2)c2ccccn2)c1 (stereo not given) | 0% | -6% | -5% | 3.6 | -17% | 14%[57.1 µM] | 8 | 0.8 | 2

Record cards, as listed above. Screens in order: Pin1 inhibitor	TrxR1 substrate	IDH1 R132H inh	D2 agonist	USP1-UAF1 inh	TrxR1 inh	D2 antag	TRHR ag	TRHR PAM
COCCNCc1ccccc1 is listed with -9%	-5%	6%	1.3	-2%	-16%	5	0.3	0
Cn1cnnc1SCC(=O)Nc1sc2c(c1C(N)=O)CCC2 is listed with ?	-6%	5%	-0.1	-29%	?	18	0.5	4
O=C(c1ccc(Cl)c(S(=O)(=O)N2CCCCCC2)c1)N1CCCC(C(F)(F)F)C1 (stereo not given) is listed with 0%	-4%	6%	-0.6	-1%	8%	14	0.0	-14
COc1ccc(CCN=C(N)NS(=O)(=O)c2ccc(C)cc2)cc1 is listed with -2%	-11%	3%	-1.1	1%	-11%	11	-1.3	-6
